ANO1 block: TMEM16A chloride channel inhibitors, primary screen, cell-based, HTS; Anoctamin-1 (Mus musculus), Q8BHY3; HEK293 TMEM16A/YFP iodide influx fluorescence, ionomycin; normalized B-score (activity score, 25-100; higher = stronger inhibition) at 10 µM; actives 1.2% (n = 310,000); AID 588511, 2011;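 active = ratio plate-corrected score three or more library SD toward inhibition, starting fluorescence score within five deviations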;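 also: score derived from kinetic fluorescence span divided by baseline fluorescence per well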
MrgX1 agonist: agonists of human MrgX1 receptor, primary screen, HEK293 cells, Fluo-4 calcium flux; Mas-related G-protein coupled receptor member X1 (Homo sapiens), Q96LB2; Fluo-4 calcium fluorescence, agonist mode; stronger effect = higher value; B-score at 10 µM; actives 0.44% (n = 310,000);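 active = calcium response B-score plate-corrected fluorescence ratio at least 3 library SD, with starting fluorescence B-score inside 5 SD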
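Assay system: stable human MrgX1 HEK293 cell line. Quantity: 15,000 cells per well. Schedule: cells plated overnight, dye loaded 0.5 h 37 °C, 0.5 h room temperature. Detection: Fluo-4 NW calcium-flux fluorescence, kinetic read. Read-out basis: peak-minus-minimum fluorescence over baseline, converted to B scores. Control set: positive and negative control wells on each plate.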
ANO1 activ: TMEM16A chloride channel activators or potentiators, primary screen, cell-based, HTS; HEK293 TMEM16A/YFP-H148Q/I152L, iodide quench fluorescence; stronger effect = lower value; B-score at 10 µM; actives 0.3% (n = 340,000); AID 623877, 2012;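 active = fluorescence-ratio B-score plate-corrected deviation score at least 3 library SD below zero, with starting fluorescence score within 5 deviations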;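 also: channel opened by trigger with iodide after compound preincubation; score built on the fluorescence ratio of max minus min over baseline; more negative score means more quench and so TMEM16A activation or potentiation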
MrgX1 allo act: positive allosteric modulators of MrgX1, primary screen, HEK293 cells, Fluo-4 calcium flux; Mas-related G-protein coupled receptor member X1 (Homo sapiens), Q96LB2; FDSS; stronger effect = higher value; B-score at 10 µM; actives 0.63% (n = 310,000); AID 588675, 2011;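 active = plate-corrected calcium response at least 3 library SD above typical, normal starting fluorescence, not activating the receptor alone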;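 also: compound read alongside a low EC10 to EC30 dose of BAM8-22 agonist; peak minus trough fluorescence over baseline measured at the second addition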
TRPC4 agonist: activators of mouse TRPC4 channel, primary screen, Fluo4 calcium, HEK293 TRPC4beta/mu-opioid cells | Short transient receptor potential channel 4 (Mus musculus), Q9QUQ5 | Fluo4 calcium fluorescence; stronger effect = higher value | B-score at 10 µM | actives 0.49% (n = 310,000);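 active = B-score above 5 SD of library B-scores, and initial fluorescence ratio not above library mean plus 5 SD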;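 also: positive B-score marks a calcium rise read as TRPC4 activation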
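Assay system – TRPC4beta and mu-opioid receptor HEK293 stable cells · Measured by – Fluo4 fluorescence, kinetic · Schedule – dye loading 45 min room temperature, 110 s kinetic read · Read-out – B-scored integrated calcium fluorescence ratio · Controls – buffer and maximal DAMGO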
TRPC6 inhibitor: mouse TRPC6 channel inhibitors, primary screen, cell-based, HEK293, membrane potential dye; Short transient receptor potential channel 6 (Mus musculus), Q61143; ACh-evoked depolarization; stronger effect = lower value; B-score at 10 µM; actives 1.1% (n = 310,000);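 active = B-score under library mean minus 3 SD, initial fluorescence not abnormally high, positive integrated signal ratio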;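 also: B-score derived from integrated fluorescence ratio over the kinetic read; more negative B-score means stronger inhibition of depolarization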
Target sequence (Q61143 whole entry, looked up): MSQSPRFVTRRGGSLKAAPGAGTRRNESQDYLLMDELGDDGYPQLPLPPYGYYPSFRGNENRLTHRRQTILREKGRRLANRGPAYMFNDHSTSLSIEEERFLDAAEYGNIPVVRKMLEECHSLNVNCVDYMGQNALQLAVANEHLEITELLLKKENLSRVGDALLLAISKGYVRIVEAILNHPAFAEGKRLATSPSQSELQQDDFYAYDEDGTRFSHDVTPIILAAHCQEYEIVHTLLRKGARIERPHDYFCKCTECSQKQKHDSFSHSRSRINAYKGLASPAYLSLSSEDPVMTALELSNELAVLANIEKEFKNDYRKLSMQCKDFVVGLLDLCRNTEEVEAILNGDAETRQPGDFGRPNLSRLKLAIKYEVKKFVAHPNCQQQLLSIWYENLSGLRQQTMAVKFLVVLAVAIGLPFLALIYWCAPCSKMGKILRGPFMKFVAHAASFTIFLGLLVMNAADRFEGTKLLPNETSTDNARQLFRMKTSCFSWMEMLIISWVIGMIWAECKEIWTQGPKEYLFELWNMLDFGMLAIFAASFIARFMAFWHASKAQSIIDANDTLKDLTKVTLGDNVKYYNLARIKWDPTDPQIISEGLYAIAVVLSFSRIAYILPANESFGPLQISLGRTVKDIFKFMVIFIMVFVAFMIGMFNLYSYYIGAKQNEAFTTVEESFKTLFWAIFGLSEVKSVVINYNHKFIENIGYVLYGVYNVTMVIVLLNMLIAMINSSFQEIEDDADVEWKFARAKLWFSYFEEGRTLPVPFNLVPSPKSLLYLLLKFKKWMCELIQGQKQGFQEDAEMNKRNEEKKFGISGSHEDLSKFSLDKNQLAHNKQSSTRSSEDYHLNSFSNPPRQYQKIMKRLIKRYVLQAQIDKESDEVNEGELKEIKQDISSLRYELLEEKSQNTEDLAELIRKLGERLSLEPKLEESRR
TRPC4 potent: positive allosteric modulators of TRPC4, primary screen, cell-based, mouse TRPC4beta, HEK293 mu-opioid, Fluo-4 calcium; Short transient receptor potential channel 4 (Mus musculus), Q9QUQ5; DAMGO EC20, Fluo-4 Ca2+ flux; stronger effect = higher value; B-score at 10 µM; actives 0.42% (n = 310,000); AID 2227, 2009;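 active = B-score of calcium response area above 5 SD of library B-scores, with initial fluorescence ratio within 5 SD of library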;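 also: B-score of integrated fluorescence ratio over time as area under calcium response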
TRPC6 activator: mouse TRPC6 channel activators, primary screen, cell-based, HEK293, membrane potential dye; Short transient receptor potential channel 6 (Mus musculus), Q61143; HEK293-TRPC6 membrane potential dye fluorescence; stronger effect = higher value; B-score at 10 µM; actives 0.13% (n = 310,000);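 active = B-score of the integrated fluorescence ratio above library mean plus 3 SD, and starting fluorescence ratio within library mean plus 5 SD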;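 also: higher score means more depolarization so channel activation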
MrgX1 antag: antagonists of human MrgX1 receptor, primary screen, HEK293 cells, Fluo-4 calcium flux; BAM8-22 antagonism; stronger effect = lower value; actives 1.3% (n = 310,000); B-score at 10 µM; Mas-related G-protein coupled receptor member X1 (Homo sapiens), Q96LB2; AID 588676, 2011;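 active = calcium-response B-score plate-corrected more than 3 library SD below zero, starting fluorescence within 5 deviations, no agonist response on first addition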;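 also: peak minus trough fluorescence over baseline after final BAM8-22 challenge near maximal dose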
SKKanGAS inh: S. pyogenes SKKanGAS growth inhibitors in kanamycin, primary screen, streptokinase expression inhibitor project, SKKanGAS strain, BacTiter-Glo luminescence; 6 h; inhibition, % at 7.5 µM; actives 1.3% (n = 300,000); AID 1662, 2009;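 active = mean replicate score, as percent of positive control median, at least 50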;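 also: strain carries kanamycin resistance gene driven by streptokinase promoter and grows in 40 µg/ml kanamycin; loss of luminescence reflects streptokinase promoter inhibition or plain growth inhibition; 0% = median of DMSO wells and 100% = positive control at its reference dose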
TRPC4 block: inhibitors of mouse TRPC4 channel, primary screen, Fluo4 calcium, HEK293 TRPC4beta/mu-opioid cells. actives 0.39% (n = 300,000). B-score at 10 µM. Short transient receptor potential channel 4 (Mus musculus), Q9QUQ5. DAMGO-evoked Fluo4 calcium flux; stronger effect = lower value. AID 2247, 2010;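 active = B-score over 3 SD under the library average, no early fluorescence shift, positive overall ratio signal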
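test system = HEK293 cells with stable TRPC4beta plus mu-opioid receptor expression | detection = Fluo4 Ca2+ flux fluorescence | read-out = integrated fluorescence ratio relative to baseline, converted to per-well B score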
Active calls of the source: *; i = inactive; . = not tested or not shown. Outcome played no part in choosing rows. About 6.7% of those tested had a hit in this group.

SMILES	ANO1 block	MrgX1 agonist	ANO1 activ	MrgX1 allo act	TRPC4 agonist	TRPC6 inhibitor	TRPC4 potent	TRPC6 activator	MrgX1 antag	SKKanGAS inh	TRPC4 block
CC(c1ccc(F)cc1)n1c(-c2ccc3ccccc3n2)n[nH]c1=S (centres undefined)	i	i	i	i	i	i	i	i	i	-1.6	i
O=C(COc1ccccc1)N1CCN(C(=O)c2ccc([N+](=O)[O-])cc2)CC1	i	i	i	i	i	i	i	i	i	-4.4	i
Cc1ccc(-c2nc(S(=O)(=O)c3ccc(C)cc3)c(SCC(N)=O)o2)cc1	i	i	i	i	i	i	i	i	i	0.8	i
COc1ccccc1Cc1noc(C(C)(C)NC(=O)c2ccccc2)n1	i	i	.	i	i	i	i	i	i	3.2	i
Clc1ccc(OCCCCN2CCc3ccccc3C2)cc1	i	i	i	i	i	i	i	i	i	.	i
COc1cccc(C(=O)NNC(=O)c2ccc3ccccc3c2O)c1	i	i	i	i	i	i	i	i	i	8.2	i
Cc1ccc(C)c(NC(=O)C2CCCN2C(=O)OC(C)(C)C)c1 (centres undefined)	i	i	i	i	i	i	i	i	i	-2.1	i
O=C1CCC(c2ccccc2)c2ccccc21 (centres undefined)	i	i	i	i	i	i	i	i	i	4.5	i
Cc1cnc(C(=O)OC(C(=O)Nc2cc(C(F)(F)F)ccc2Cl)c2ccccc2)cn1 (centres undefined)	i	i	i	i	i	i	i	i	i	6.2	i
Cc1cc(C)n(C(=O)c2ccc(C)c(S(=O)(=O)N3CCOCC3)c2)n1	i	i	i	i	i	i	i	i	i	2.2	i
CCN1C(=O)c2cccc3c(S(=O)(=O)NCC4CCCO4)ccc1c23 (centres undefined)	i	i	i	i	i	i	i	i	i	3.0	i
NC(=O)COC(=O)c1cc(=O)[nH]c2ccccc12	i	i	i	i	i	i	i	i	i	-6.6	i
COc1ccccc1CNC(=O)CCn1c(=O)[nH]c2ccsc2c1=O	i	i	i	i	i	i	i	i	i	-1.0	i
Cc1cccc(OCC(=O)Nc2ccc(N3CCN(S(C)(=O)=O)CC3)cc2)c1C	i	i	i	i	i	i	i	i	i	-0.4	i
CN(C)C(=O)N1CCC(C(=O)NCc2ccccc2)CC1	i	i	i	i	i	i	i	i	i	0.6	i
COC(=O)c1ccccc1NC(=O)c1nc(S(=O)(=O)Cc2ccccc2)ncc1Cl	i	i	i	i	i	i	i	i	i	58.4*	i
COc1ccc(S(=O)(=O)N2CCC(C(=O)NCc3ccccn3)CC2)cc1Cl	i	i	i	i	i	i	i	i	i	-0.4	i
CC(C(=O)NCCCN1CCOCC1)n1cccc1C(=O)c1ccccc1 (centres undefined)	i	i	i	i	i	i	i	i	i	3.2	i
N/C(=N\OC(=O)Cc1cccs1)c1ccccc1	i	i	i	i	i	i	i	i	i	9.3	i
O=C(c1ccc(Cl)cc1)c1c[nH]c(C(=O)NNc2ccccc2)c1	i	i	i	i	i	i	i	i	i	-7.3	i
NC(=S)NNC(=S)Nc1ccccc1	i	i	i	i	i	i	i	i	i	-1.7	i
NC(=O)c1ccc(Cl)c2ccccc12	i	i	i	i	i	i	i	i	i	-9.4	i
CCC1(c2ccccc2)NC(=O)N(CC(=O)Nc2ccccc2N2CCCC2)C1=O (centres undefined)	i	i	i	i	i	i	i	i	i	-12.7	i
Cc1ccc(-n2c(COc3cccc(C)c3)n[nH]c2=S)cc1	i	i	i	11.3*	i	i	i	i	i	7.3	i
O=C(/C=C/c1c(F)cccc1Cl)Nc1nn[nH]n1	i	i	i	i	i	i	i	i	i	-4.7	i
Remaining list, next part
SMILES	ANO1 block	MrgX1 agonist	ANO1 activ	MrgX1 allo act	TRPC4 agonist	TRPC6 inhibitor	TRPC4 potent	TRPC6 activator	MrgX1 antag	SKKanGAS inh	TRPC4 block
CCCCNCc1ccc(OCc2ccc(Cl)nc2)c(OC)c1	i	i	i	i	i	i	i	i	i	-0.6	i
Cc1ccc(N2CC(C(=O)Nc3ccc(S(=O)(=O)Nc4nccc(C)n4)cc3)CC2=O)cc1 (centres undefined)	i	i	i	i	i	i	i	i	i	-25.1	i
COc1ccc(C)cc1NS(=O)(=O)c1cc(C)ccc1C	i	i	i	i	i	i	i	i	i	-2.0	i
Cc1ccc(Cn2cc(SCC(N)=O)c3ccccc32)cc1	i	i	i	i	i	i	i	i	i	1.1	i
O=C(O)CSc1nc2ccccc2n1Cc1ccccc1	i	i	i	i	i	i	i	i	i	9.4	i
CN1CCN(c2oc(-c3ccccc3)nc2S(=O)(=O)c2ccc(Br)cc2)CC1	i	i	i	i	i	i	i	i	i	8.4	i
N/C(=N\OC(=O)CCCc1ccccc1)c1ccc(Br)cc1	i	i	i	i	i	i	i	i	i	0.6	i
Clc1ccc(Cc2nnc(-c3ccccc3Br)o2)cc1	i	i	i	i	i	i	i	i	i	2.3	i
O=C(Nc1nnc(C2=COCCO2)o1)c1ccc(S(=O)(=O)N2CCOCC2)cc1	i	i	i	i	i	i	i	i	i	-0.6	i
CC1CN(c2cc(=O)n(-c3ccccc3)c(=O)[nH]2)CC(C)O1 (centres undefined)	i	i	i	i	i	i	i	i	i	-1.7	i
O=C(COc1ccc(Br)cc1)OCCN1CCCCC1	i	i	i	i	i	i	i	i	i	11.5	i
COc1ccc2c(c1)SCCC2=O	i	i	i	i	i	i	i	i	i	-9.2	i
COc1ccc(CNC(=O)c2cc(-c3ccco3)on2)cc1	i	i	i	i	i	i	i	i	i	-8.5	i
CC1CCc2sc3c(c2C1)c1ncnn1c(=O)n3CC(=O)c1ccc(Br)cc1 (centres undefined)	i	i	i	i	i	i	i	i	i	-10.6	i
CC(C)(C)c1ccc(-c2nc(O)c(CC(=O)O)s2)cc1	i	i	.	i	i	i	i	i	i	6.5	i
CN(c1ccccc1)S(=O)(=O)c1ccc(C(=O)OCC(=O)N2CCOCC2)cc1	i	i	i	i	i	i	i	i	i	-8.0	i
CN(C)[C@@H](CO)c1nnc([C@H](CCC(=O)O)NC(=O)C2CCNCC2)o1	i	i	i	i	i	i	i	i	i	-0.4	i
Cc1ccc(NC(=O)CCNS(=O)(=O)c2ccc(OC(F)(F)F)cc2)c(O)c1	i	i	i	i	i	i	i	i	i	-5.4	i
CCOC(=O)C1CCN(C(=O)CNC(=O)c2nn(-c3ccc(OC)cc3)c(=O)c3ccccc23)CC1	i	i	i	i	i	i	i	i	i	-1.9	i
Cc1cccc(Nc2nnc(SCC(=O)Nc3cccnc3Cl)s2)c1	i	i	i	i	i	i	i	i	i	4.0	i
C/C(=N\NC(=O)CSc1nnc(C)s1)c1ccc(Cl)cc1	i	i	i	i	i	i	i	i	i	-2.4	i
CCN1C(=O)C(O)(C2COC(C)(C)CC2=O)c2ccccc21 (centres undefined)	i	i	i	i	i	i	i	i	i	7.2	i
CC1CCCN(C(=O)c2ccc3c(c2NCCO)C(=O)c2ccccc2C3=O)C1 (centres undefined)	i	i	i	7.97*	i	-5.92*	i	i	i	17.5	i
O=C1C=C(Nc2ccc(Cl)cc2)CC(c2ccc(Cl)cc2)C1 (centres undefined)	i	i	i	i	i	i	i	i	i	10.7	i
CC(C)(C)Oc1ncc(Br)c(OC(C)(C)C)n1	i	i	i	i	i	i	i	i	i	-3.8	i
(continued)
SMILES	ANO1 block	MrgX1 agonist	ANO1 activ	MrgX1 allo act	TRPC4 agonist	TRPC6 inhibitor	TRPC4 potent	TRPC6 activator	MrgX1 antag	SKKanGAS inh	TRPC4 block
CC1CN(Cc2c(O)ccc3c2oc(=O)c2ccccc23)CC(C)O1 (centres undefined)	i	i	i	i	i	i	i	i	i	1.1	i
Clc1ccccc1Cn1nnc2c(NCC3CC3)ncnc21	i	i	i	i	i	i	i	i	-7.53*	-2.4	i
CCOC(=O)c1c(C)nsc1NCc1ccccc1	i	i	i	i	i	i	i	i	i	8.7	i
CCC(=O)c1ccc(SC(=O)N(C)C)cc1O	i	i	i	i	i	i	i	i	i	-2.3	i
O=C(NC1CCCN(CCc2ccccc2)C1)c1c(F)cccc1F (centres undefined)	i	i	i	i	i	i	i	i	i	-1.3	i
COc1ccc(CN2CCNC(=O)C2CC(=O)NCc2cccc(C)n2)c(OC)c1 (centres undefined)	i	i	i	i	i	i	i	i	i	-16.4	i
Cc1cc(C)nc(CCNC(=O)C2CCC(=O)N(Cc3ccccc3F)C2)n1 (centres undefined)	i	i	i	i	i	i	i	i	i	-1.5	i
Cc1ccc(C)c(C(C)NC(=O)C2C3CCC(O3)C2C(=O)O)c1 (centres undefined)	i	i	.	i	i	i	i	i	i	-11.3	i
CCCCn1c(N)c(N(CCOC)C(=O)COc2c(C)cccc2C)c(=O)[nH]c1=O	i	i	i	i	i	i	i	i	i	-8.6	i
CCCCn1c(N)c(N(CC(C)C)C(=O)CC2OC(=O)c3ccccc32)c(=O)[nH]c1=O (centres undefined)	i	i	i	i	i	i	i	i	i	-6.0	i
COc1ccc(C(CNC(=O)COc2ccc(Br)cc2F)N2CCCC2)cc1 (centres undefined)	i	i	i	i	i	i	i	i	i	6.3	i
COc1cccc(NS(=O)(=O)c2ccc3c(c2)NC(=O)C(C)C(=O)N3)c1 (centres undefined)	i	i	i	i	i	i	i	i	i	-6.4	i
Nc1ccccc1SCC(=O)Nc1ccc2c(c1)OCO2	i	i	i	i	i	i	i	i	i	2.0	i
